GPR151 ag – activators of human GPR151; Q8TDV0; PathHunter beta-arrestin GPR151 cells, luminescence; activation, % at 11.2 µM; actives 1% (n = 650,000); AID 1508602; in the data active = activation above about 4.9%;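 also: 0% = median of compound wells and 100% = cells with positive control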
Target sequence (Q8TDV0 whole entry, looked up): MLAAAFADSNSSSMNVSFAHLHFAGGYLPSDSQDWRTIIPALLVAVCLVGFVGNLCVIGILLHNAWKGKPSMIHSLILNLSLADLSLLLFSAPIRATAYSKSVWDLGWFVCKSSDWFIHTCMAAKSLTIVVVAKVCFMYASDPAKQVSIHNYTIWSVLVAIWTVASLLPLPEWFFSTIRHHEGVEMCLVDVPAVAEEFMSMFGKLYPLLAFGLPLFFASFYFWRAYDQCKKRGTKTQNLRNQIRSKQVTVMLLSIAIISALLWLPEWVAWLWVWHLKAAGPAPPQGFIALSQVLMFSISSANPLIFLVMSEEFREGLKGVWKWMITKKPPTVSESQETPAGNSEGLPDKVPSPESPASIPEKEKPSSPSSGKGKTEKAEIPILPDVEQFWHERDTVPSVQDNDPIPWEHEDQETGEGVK
TEAD-YAP block – TEAD-YAP interaction inhibition | HEK-TIYL cells, TEAD-Gal4/YAP UAS-luciferase luminescence | inhibition, % at 9.12 µM | actives 1.4% (n = 640,000); in the data active = inhibition above about 32%;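 also: 0% = median of test compound wells and 100% = reference inhibitor wells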
FBW7 activator – human FBW7 E3 ligase activation, primary screen. Q969H0. AlphaScreen FBW7–phospho-cyclin E peptide binding, activator screen. normalized activity (activation), % at 26.1 µM. actives 0.13% (n = 650,000); in the data active = normalized activity above about 1.9%;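 also: purified mutant Fbw7 with reduced substrate affinity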
MITF inh – inhibitors of human MITF; O75030; AlphaScreen MITF homodimerization, bead proximity signal; inhibition, % at 2.6 µM; actives 0.91% (n = 650,000); AID 1259374; in the data active = inhibition above about 50%;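 also: 0% = vehicle wells with protein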
Target sequence (O75030 whole entry, looked up): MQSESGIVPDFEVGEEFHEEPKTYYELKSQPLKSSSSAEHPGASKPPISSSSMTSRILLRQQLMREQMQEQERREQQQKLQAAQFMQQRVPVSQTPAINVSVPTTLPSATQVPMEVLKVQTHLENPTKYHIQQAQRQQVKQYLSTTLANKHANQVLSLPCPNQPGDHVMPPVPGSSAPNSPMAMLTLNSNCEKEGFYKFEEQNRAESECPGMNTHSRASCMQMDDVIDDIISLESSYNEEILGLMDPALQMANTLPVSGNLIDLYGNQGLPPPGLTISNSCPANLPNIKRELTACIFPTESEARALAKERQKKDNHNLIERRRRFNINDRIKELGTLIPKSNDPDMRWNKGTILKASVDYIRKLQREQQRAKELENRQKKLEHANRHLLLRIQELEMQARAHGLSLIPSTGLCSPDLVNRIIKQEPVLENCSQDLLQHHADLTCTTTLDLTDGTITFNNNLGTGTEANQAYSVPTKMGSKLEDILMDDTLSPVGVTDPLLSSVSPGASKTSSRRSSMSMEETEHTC
The depositor's hits bear a star; & = joins results of further samples.

The first 11 records as a preview:
entry | Compound | GPR151 ag | TEAD-YAP block | FBW7 activator | MITF inh
1 | CCCc1ccc(-c2ccc(C(=O)Nc3ccc4ccccc4c3)cc2)nc1 | 0.2 | 11 | 0.0 | 11
2 | COc1ccc(C(=O)NC(=S)Nc2ccc(Cl)cn2)cc1Cl | 0.3 | 6 | 0.0 | -8
3 | Cc1nc(N2CCN(C)CC2)c2c(C)c(C(=O)N3CCCCC3C)sc2n1 (stereo not given) | 0.2 | -3 | 0.5 | 5
4 | Cc1ccc(CN2CCOc3ccc(CN4CCN(Cc5ccccn5)CC4)cc3C2)o1 | 0.0 | 7 | -0.1 | -7
5 | Cc1ccc(Nc2nc(Nc3ccc(C)cc3C)nc(Sc3nnc(C)s3)n2)c(C)c1 | -0.1 | -8 | 0.5 | 19
6 | COc1ccc(C(=O)Nn2c(-c3ccc(F)cc3)nc3ccccc3c2=O)cc1[N+](=O)[O-] | -1.7 | 0 | 0.1 | 12
7 | COCCCNc1nc2nonc2nc1N(C)CCN1CCOCC1 | -0.7 | 2 | 0.0 | 0
8 | CC(C)N(CCNC(=O)c1ccc2nc(NCc3ccc4c(c3)OCO4)sc2c1)C(C)C | -1.4 | -4 | -0.1 | 19
9 | COC(=O)c1c(C)n(-c2ccc(OC)cc2)c2ccc(O)cc12 | 0.5 | 4 | -0.1 | 4
10 | CC1CCCCN1C(=O)c1cnc2n(c1=O)CCS2 (stereo not given) | -0.3 | 14 | -0.2 | 3
11 | Cc1ccc(-n2c(C)cc(/C=N/NC(=O)c3ccncc3)c2C)cc1 | 0.3 | -16 | -0.1 | 12

The listing (from the top)
entry | Compound | GPR151 ag | TEAD-YAP block | FBW7 activator | MITF inh
1 | CCCc1ccc(-c2ccc(C(=O)Nc3ccc4ccccc4c3)cc2)nc1 | 0.2 | 11 | 0.0 | 11
2 | COc1ccc(C(=O)NC(=S)Nc2ccc(Cl)cn2)cc1Cl | 0.3 | 6 | 0.0 | -8
3 | Cc1nc(N2CCN(C)CC2)c2c(C)c(C(=O)N3CCCCC3C)sc2n1 (stereo not given) | 0.2 | -3 | 0.5 | 5
4 | Cc1ccc(CN2CCOc3ccc(CN4CCN(Cc5ccccn5)CC4)cc3C2)o1 | 0.0 | 7 | -0.1 | -7
5 | Cc1ccc(Nc2nc(Nc3ccc(C)cc3C)nc(Sc3nnc(C)s3)n2)c(C)c1 | -0.1 | -8 | 0.5 | 19
6 | COc1ccc(C(=O)Nn2c(-c3ccc(F)cc3)nc3ccccc3c2=O)cc1[N+](=O)[O-] | -1.7 | 0 | 0.1 | 12
7 | COCCCNc1nc2nonc2nc1N(C)CCN1CCOCC1 | -0.7 | 2 | 0.0 | 0
8 | CC(C)N(CCNC(=O)c1ccc2nc(NCc3ccc4c(c3)OCO4)sc2c1)C(C)C | -1.4 | -4 | -0.1 | 19
9 | COC(=O)c1c(C)n(-c2ccc(OC)cc2)c2ccc(O)cc12 | 0.5 | 4 | -0.1 | 4
10 | CC1CCCCN1C(=O)c1cnc2n(c1=O)CCS2 (stereo not given) | -0.3 | 14 | -0.2 | 3
11 | Cc1ccc(-n2c(C)cc(/C=N/NC(=O)c3ccncc3)c2C)cc1 | 0.3 | -16 | -0.1 | 12
12 | CCN(CC)c1nc(C)c([N+](=O)[O-])c(C)c1C#N | 0.9 | 8 | 0.1 | 5
13 | Cc1ccc(C)c2[nH]c(=O)c(C=O)cc12 | -1.3 | 10 | 0.1 | 10
14 | O=C(O)c1cc(N2C(=O)c3ccccc3C2=O)ccc1Cl | -0.9 | 6 | 0.0 | 3
15 | CCOc1ccc(/C(O)=C2\C(=O)C(=O)NC2c2cccnc2)cc1 (stereo not given) | 1.1 | 8 | 0.0 | 7
16 | COc1ccccc1NC(=O)c1cc2cc(Br)ccc2oc1=O | 0.0 | -12 | -0.1 | -2
17 | Cc1cc(S(=O)(=O)NCc2ccc(F)cc2)ccc1-n1cnnn1 | -0.8 | -3 | -0.1 | 3
18 | COc1ccc2c(c1)OC(C)CN(CC(=O)NCCCc1scnc1C)C2 (stereo not given) | -0.1 | -9 | 0.1 | -5
19 | O=S(=O)(N1CCCCCC1)N1CCNCC1 | -1.3 | -5 | 0.0 | 3
20 | CC(=O)c1cccc(N2C(=O)/C(=C/c3ccc(Cl)cc3)C=C2c2ccccc2)c1 | 0.7 | -4 | 0.2 | 6
21 | Cc1cc(N2C(=O)C(=O)/C(=C(/O)c3ccc(F)cc3)C2c2ccc(Cl)cc2)no1 (stereo not given) | 0.6 | 6 | 0.1 | 8
22 | Cc1nnc(NC(=O)c2ccc(-c3cccc(C(F)(F)F)c3)o2)s1 | 0.3 | -4 | -0.1 | 5
23 | CCN1C(=O)c2cccc3c(S(=O)(=O)Nc4cc(C)ccn4)ccc1c23 | 1.5 | 6 | 0.0 | 10
24 | O=C(Nc1ccccc1)N1CCC(C(=O)N(Cc2ccco2)Cc2cccs2)CC1 | -0.5 | -9 | -0.1 | -1
25 | CCOc1ccc(NC(=O)C2C3C=CC4(CN(CCCN5CCOCC5)C(=O)C24)O3)cc1 (stereo not given) | 1.3 | -4 | 0.2 | -1
26 | CCc1ccc(NC(=O)CSC2=C(C#N)C(c3ccco3)C(C(N)=O)=C(C)N2)cc1 (stereo not given) | -0.4 | 5 | 0.1 | -16
27 | Cc1ccccc1NS(=O)(=O)c1ccc(NS(=O)(=O)c2ccccc2[N+](=O)[O-])cc1 | 0.4 | 8 | 0.1 | 10
28 | O=C(CCn1c(=S)[nH]c2cc3c(cc2c1=O)OCO3)NCCc1ccccc1 | -1.1 | -10 | 0.0 | -6
29 | O=C(O)/C=C/c1ccc(-c2ccc(Cl)c(Cl)c2)o1 | -4.5 | -14 | 0.7 | 4
30 | Cc1ccc(C)c(Nc2nc3nonc3n3cnnc23)c1 | 0.0 | 11 | 0.2 | 6
31 | O=C(NCc1ccccc1)c1ccc(C2SCC(=O)N2Cc2ccccc2)cc1 (stereo not given) | -0.6 | 1 | 0.2 | 15
32 | Nc1nnc(-c2ccccc2Cn2c(-c3nonc3N)nc3ccccc32)s1 | 1.2 | -5 | 0.0 | -12
33 | Cc1cccn2c(=O)c3cc(C(=O)N4CCCC4)n(C)c3nc12 | 2.2 | -6 | 0.2 | 5
34 | COc1cc(OC)cc(C(=O)NC(=S)Nc2cc([N+](=O)[O-])ccc2F)c1 | -1.3 | 8 | 0.7 | 6
35 | CN1C(=O)/C(=C2\SC(=S)NC2=O)c2ccccc21 | -1.9 | 2 | 0.0 | 22
36 | O=C(Nc1ccccc1)c1cc(S(=O)(=O)N2CCN(c3ccccc3)CC2)ccc1Cl | 0.1 | 4 | 0.8 | 27
37 | C=C(C)CN1C(=O)NC(CC)(C2CCN(Cc3c(F)ccc(F)c3F)CC2)C1=O (stereo not given) | 0.7 | 7 | -0.1 | 7
38 | Cc1ccc(/C=C/C(=O)Nc2nccs2)o1 | -1.3 | -47 | 0.1 | -1
39 | Cc1ccc(CCC(=O)Nc2ccccc2C)o1 | -0.7 | -4 | -0.1 | 10
40 | CC(=O)c1cccc(OC(=O)c2cc(=O)[nH]c3ccccc23)c1 | -1.0 | 8 | -0.1 | -11
41 | O=C(c1ccco1)n1nc(-c2ccco2)nc1NCc1cccs1 | -1.3 | -10 | 0.2 | 19
42 | CCOC(=O)c1sc(=S)n(-c2cccc(SC)c2)c1N | -0.2 | -2 | -0.1 | -4
43 | Cc1ccc(N(C(=O)c2csnn2)C(C(=O)NC(C)(C)C)c2ccccc2)cc1 (stereo not given) | 1.3 | -2 | 0.2 | 9
44 | Cc1ccccc1-n1c(=S)sc2c(=O)n(-c3ccccc3)c(SCC3OCCO3)nc21 | -0.4 | 6 | 0.3 | 15
45 | CC(C)N(CCNC(=O)c1cccc(-c2cccs2)c1)C(C)C | 1.4 | -14 | 0.0 | 11
46 | Cc1cc(NC(=O)c2ccc(Cl)cc2)cc(C)c1O | -0.5 | -26 | -0.2 | -8
47 | CCc1ccc2[nH]c(=O)c(CN(CCCO)C(=O)c3cccs3)cc2c1 | 0.7 | -10 | 0.0 | 5
48 | CC(Oc1cc(F)ccc1[N+](=O)[O-])C(=O)Nc1ccc(S(=O)(=O)N2CCCC2)cc1 (stereo not given) | -1.1 | -1 | 0.4 | 11
49 | O=C(NCCCCc1ccccc1)c1ccccc1 | -1.2 | -2 | 1.1 | 12
50 | CCOCCOC(=O)C1=C(C)NC2=C(C(=O)CC(C)(C)C2)C1c1ccc2c(c1)c1ccccc1n2CC (stereo not given) | -0.3 | 1 | 0.1 | 1

(next part)
entry | Compound | GPR151 ag | TEAD-YAP block | FBW7 activator | MITF inh
51 | CCOc1ccccc1C(=O)Nn1c(C2CCC2)nc2ccccc2c1=O | 0.2 | 3 | -0.1 | 13
52 | O=C(COC(=O)c1ccccc1O)NC12CC3CC(CC(C3)C1)C2 | -1.0 | -6 | 0.2 | 25
53 | O=C(O)CCC(=O)N1CCC2(CC1)OCc1cc(-c3ccco3)ccc1O2 | 1.2 | -33 | 0.2 | -60
54 | COc1cc(OC)c(NC(=O)CCc2c(C)nc3ncnn3c2C)cc1Cl | 2.2 | -3 | 0.0 | 5
55 | Cc1ccccc1C(=O)Nc1ccccc1 | -1.3 | -26 | 0.1 | 5
56 | CCc1cc2c(cc3c(=O)n(CC(=O)N4CCCCCC4)ncn32)s1 | -0.1 | 6 | -0.1 | 1
57 | COc1ccc(/C=N/NC(=O)CCC(=O)Nc2cccc(C)c2)c(OC)c1 | 0.7 | 8 | -0.1 | 2
58 | CSc1ccc2c(c1)NC(=O)CS2 | 3.1 | 17 | -0.1 | -4
59 | C/C(=N/NC(=O)c1cc([N+](=O)[O-])cc([N+](=O)[O-])c1)c1ccc(O)cc1O | 0.6 | 14 | -0.6 | 3
60 | Cc1[nH]c2ccccc2c1/C=C(\C#N)C(=O)NC1CCCCC1C (stereo not given) | -0.1 | 2 | 0.0 | 14
61 | Fc1ccc(C2=CC(c3ccccc3F)n3nnnc3N2)cc1 (stereo not given) | 0.3 | 2 | 0.6 | 7
62 | COc1ccc2nc(C)[nH]c2c1 | 5.2* | 5 | -0.1 | -9
63 | C/C(=N\N1C(=N)SC(C(=O)Nc2ccc(C(=O)O)cc2)CC1=O)c1cccs1 (stereo not given) | -0.9 | 5 | 0.1 | 12
64 | COC(=O)C1=C(NC(=O)c2cc(OC)cc(OC)c2)CCS1 | 0.8 | 3 | 0.1 | 0
65 | CNCCC(Oc1ccccc1C)c1ccccc1 (stereo not given) | 1.4 | 9 | 0.2 | 26
66 | Cc1cccc(OCc2nnc(SCC(=O)Nc3cc([N+](=O)[O-])ccc3C)n2C)c1 | 2.1 | -4 | -0.2 | 6
67 | CCCSc1nnc2c(n1)OC(c1ccc(O)c(OCC)c1)Nc1ccccc1-2 (stereo not given) | -1.0 | -30 | 0.0 | -7
68 | N#C/C(=C\C(Br)=C\c1ccccc1)C(N)=S | -0.3&-1.7 | -3&8 | 0.3&-0.3 | -3&-6
69 | O=S(=O)(c1ccc(Cl)cc1)N1CCN(Cn2cnc3ccccc32)CC1 | -0.6 | -3 | -0.1 | -4
70 | COc1ccc(/C=C(\C#N)C(=O)Nc2ncc(Cc3ccccc3)s2)cc1 | 1.1 | 3 | 0.1 | 11
71 | Cn1cc(-c2ccnc(NC(=O)Cc3ccc(F)cc3)c2)cn1 | 0.8 | 48* | 0.2 | -18
72 | COc1cc(NS(=O)(=O)c2ccc(NC(=O)C(C)C)cc2)nc(OC)n1 | 0.0 | -1 | 0.2 | 1
73 | CC(C)N(CCNC(=O)c1csc(NCc2ccc3c(c2)OCO3)n1)C(C)C | 0.3 | 2 | -0.1 | -12
74 | CCOc1ccc(C(=O)O/N=C(\N)c2ccccc2)cc1OCC | -0.9 | -45 | 1.0 | 12
75 | O=c1[nH]c(SCc2ccccc2)nc2c1C1(CCCCC1)Cc1ccccc1-2 | -1.7 | 2 | -0.4 | 17
76 | Cc1cccc(NC(=O)C(CC(C)C)NS(=O)(=O)c2ccc3c(c2)oc(=O)n3C)c1 (stereo not given) | 0.5 | -11 | -0.4 | -10
77 | CCN(CC)CCCNC(=S)Nc1ccc2nc(N3CCN(C)CC3)cc(C)c2c1 | 0.0 | 2 | 0.1 | 0
78 | O=C(NCCN1CCOCC1)c1ccc(-n2cc(-c3ccc(Cl)cc3)cn2)cc1 | 1.7 | -2 | -0.1 | 9
79 | O=C(CSc1nnc2c(n1)-c1cccc3cccc-2c13)Nc1ccccc1Br | 0.3 | -17 | -0.1 | 5
80 | COc1ccc(C2=CC(c3cc(OC)c(OC)c(OC)c3)n3ncnc3N2)cc1OC (stereo not given) | -1.7 | 54* | 0.1 | 2
81 | O=C(CSc1nc2ccc([N+](=O)[O-])cc2[nH]1)NC1CCCCCC1 | 1.1 | 8 | 0.0 | 4
82 | CCCCCCCC1=NN2C(=N)/C(=C/c3ccc(N(C)C)cc3)C(=O)N=C2S1 | 5.7* | -3 | -0.1 | 17
83 | COc1ccc(CCN=C(C)C2=C(O)COC2=O)cc1OC | 1.2 | -6 | 0.1 | -3
84 | Cc1cccc(C(=O)N2CCN=C2SCc2cccc([N+](=O)[O-])c2)c1 | 1.6 | 8 | 0.3 | 4
85 | O=C(CSc1nc2ccccc2o1)Nc1c(Cl)cc(Cl)cc1Cl | -0.6 | 7 | -0.2 | 6
86 | COc1ccc(NS(=O)(=O)c2ccc(I)cc2)cc1 | -1.2 | 5 | -0.1 | 15
87 | COC(=O)c1c(NC(=O)c2cc3ccccc3c(=O)o2)sc2c1CCC(C)C2 (stereo not given) | -0.4 | -10 | -0.1 | 0
